# SUMO1 PPI mod: alters human SUMO1 binding to SIM partners; hit rate 0.33% among 360,000; inhibition, % at 20 µM; AID 602429; P63165; SUMO1 binding to a labelled peptide, TR-FRET, 1 h; in the data active = inhibition above about 37%
# Target sequence (P63165 whole entry, looked up): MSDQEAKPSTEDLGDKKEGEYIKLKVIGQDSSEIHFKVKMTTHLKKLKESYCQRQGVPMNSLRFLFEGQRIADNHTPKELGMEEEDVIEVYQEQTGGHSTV
# Scp-1 inhibitor: Scp-1 (human) phosphatase inhibition. inhibition, % at 20 µM. Recombinant Scp1, phosphopeptide, malachite green phosphate absorbance. Q9GZU7. AID 493091. hit rate 0.88% among 340,000;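 active = inhibition above about 50% at 20 µM, limit read from the data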;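 also: plate controls were DMSO wells with enzyme for no effect and wells lacking enzyme for full effect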
#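 System: SCP-1 catalytic domain; Reagent: Phospho 17-mer peptide substrate; Doses: one concentration, 20 µM, with 1.0% DMSO; Incubation: 45 min room-temperature reaction, 5 min colour, 30 min stabiliser; Signal: Phosphate-binding colour reagent, absorbance read at 630 nm.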
# STEP block: blocks human striatal-enriched tyrosine phosphatase; P54829; recombinant STEP, OMFP fluorogenic substrate, fluorescence; inhibition, % at 20 µM; hit rate 0.25% among 360,000;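 active = inhibition at 20 µM, scaled per plate between control wells, above about 37%, limit read from the data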;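 also: 0% = DMSO with enzyme and substrate and 100% = substrate only without enzyme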
#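 material = STEP tyrosine phosphatase | reagent = fluorogenic phosphatase substrate OMFP at 25 µM final | doses = single compound dose of 20 µM, 1% DMSO final | schedule = 20 min reaction, room temperature, in the dark | measured by = fluorescence, 480/540 nm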
# Tb MetRS inh: blocks T. brucei methionyl-tRNA synthetase activity; purified T. brucei MetRS, ATP depletion, Kinase-Glo luminescence; inhibition, % at 11.9 µM; hit rate 0.4% among 360,000;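 active = inhibition above a per-plate cutoff of the control wells' mean inhibition plus 3 SD, cut at about 5.5% in these data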;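 also: 0% = DMSO wells median and 100% = median of wells with control inhibitor compound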
#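 Measured by: Kinase-Glo luciferase luminescence reporting remaining unconsumed ATP. Material: purified T. brucei MetRS enzyme. Doses: 11.9 µM compound single dose, 0.9% DMSO. Medium: HEPES buffer containing pyrophosphatase, BSA, spermine, DTT. Times: 15 min preincubation, 2 h reaction, all 25 °C. Reagent: methionine, ATP and bulk E. coli tRNA.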
# Rpn11 block: blocks the human proteasome subunit Rpn11; AID 588493; human 26S proteasome, Ub4-pepOG fluorescence polarization; 20S core pre-blocked with epoxomicin; hit rate 0.59% among 360,000; calls only at 20 µM; O00487;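 active = inhibition at 20 µM, scaled to each plate's controls, above about 33%, limit read from the data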
# Target sequence (O00487 whole entry, looked up): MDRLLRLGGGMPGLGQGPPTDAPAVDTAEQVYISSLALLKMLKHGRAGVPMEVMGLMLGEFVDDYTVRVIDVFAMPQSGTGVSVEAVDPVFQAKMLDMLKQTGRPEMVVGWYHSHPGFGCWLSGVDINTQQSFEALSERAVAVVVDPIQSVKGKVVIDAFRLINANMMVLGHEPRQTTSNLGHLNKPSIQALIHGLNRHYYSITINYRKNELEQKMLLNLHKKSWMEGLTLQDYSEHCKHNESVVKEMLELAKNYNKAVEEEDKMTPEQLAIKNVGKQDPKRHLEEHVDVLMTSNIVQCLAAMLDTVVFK
# PABP1 MLLE inh: inhibitors of microRNA-mediated deadenylation, human PABP1 MLLE binding. P11940. GST-MLLE / FITC-PAM2 fluorescence polarization. inhibition, % at 20 µM. hit rate 0.36% among 360,000. AID 588489; in the data active = inhibition above about 35%, passing the limit was not always enough;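 also: plate controls were DMSO wells with GST-MLLE for no effect and wells lacking GST-MLLE protein for full effect; some results filed as inactive read as strong as hits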
# NadD inh: blocks S. aureus nicotinate mononucleotide adenylyltransferase; purified NadD enzyme, colorimetric absorbance read-out; inhibition, % at 20 µM; hit rate 0.78% among 360,000; AID 602399; in the data active = inhibition above about 26%; also: some compounds past the cut are filed as inactive
# DNMT1 block: inhibitors of human DNMT1 | P26358 | DNMT1 molecular beacon, Hinp1I cleavage, fluorescence | inhibition (reported as % activation of signal), % at 10 µM | hit rate 0.83% among 360,000 | AID 588458; in the data active = inhibition above about 50%
# LMPTP inh: LMPTP (human) inhibition; P24666; recombinant LMPTP-A, OMFP fluorogenic substrate, fluorescence intensity; inhibition, % at 20 µM; hit rate 0.22% among 360,000;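 active = compounds that cut the enzyme signal by at least half of the control window in the single-dose screen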;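 also: plate controls were DMSO wells with enzyme plus substrate for no effect and substrate without enzyme for full effect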
# Target sequence (P24666 whole entry, looked up): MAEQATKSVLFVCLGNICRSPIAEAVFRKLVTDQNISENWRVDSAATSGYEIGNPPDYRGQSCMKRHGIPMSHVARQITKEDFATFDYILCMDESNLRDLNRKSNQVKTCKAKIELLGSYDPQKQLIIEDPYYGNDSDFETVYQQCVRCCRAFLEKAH
#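 Test system: LMPTP-A phosphatase enzyme; input: 0.625 nM LMPTP-A final; reagent: OMFP substrate, 400 µM final; compound dosing: 20 µM single dose, 3% DMSO; incubation: 50 min dark incubation at room temperature; measured by: endpoint fluorescence intensity from OMFP dephosphorylation; measure: % inhibition relative to no-enzyme and uninhibited control wells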
# CSN inh: inhibitors of human CSN-mediated cullin deneddylation. Purified CSN, SCF-Nedd8-OG deneddylation, fluorescence polarization. inhibition, % at 12.5 µM. Q92905. hit rate 0.38% among 360,000;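 active = pattern-corrected inhibition above about 35%, with an unprinted fluorescence ratio check between 0.5 and 1.5, limit read from the data, passing the limit was not always enough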;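 also: 0% = enzyme with substrate and 100% = substrate without enzyme; some results filed as inactive read as strong as hits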
# Target sequence (Q92905 whole entry, looked up, one chain of several): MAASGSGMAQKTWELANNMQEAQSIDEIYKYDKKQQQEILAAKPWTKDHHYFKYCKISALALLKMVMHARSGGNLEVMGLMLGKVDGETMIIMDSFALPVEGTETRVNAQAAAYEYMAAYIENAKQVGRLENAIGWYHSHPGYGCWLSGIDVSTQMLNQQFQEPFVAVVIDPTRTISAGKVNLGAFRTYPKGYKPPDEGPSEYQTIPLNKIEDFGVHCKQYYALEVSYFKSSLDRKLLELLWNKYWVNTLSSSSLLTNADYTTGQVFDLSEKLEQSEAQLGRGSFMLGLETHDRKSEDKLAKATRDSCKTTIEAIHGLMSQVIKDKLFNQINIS
#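 Assay system: purified human Csn5 enzyme expressed in HEK293T cells; measure: % inhibition; also added: SCFSkp2-Nedd8OG substrate at 10 nM final; technique: fluorescence polarization; times: reaction 90 min, room temperature; medium: Tris buffer pH 7.5, NaCl, DTT, Tween-20, trehalose, ovalbumin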
# * = called active by the depositor; i = inactive; x = no result given.
SMILES,SUMO1 PPI mod,Scp-1 inhibitor,STEP block,Tb MetRS inh,Rpn11 block,PABP1 MLLE inh,NadD inh,DNMT1 block,LMPTP inh,CSN inh
Cc1ccc(CN2CCN(/N=C\C=C\c3ccccc3)CC2)cc1,-6,-1,2,-0.9,i,14,0,3,0.2,-2
CCSc1cnn(-c2ccccc2)c(=O)c1Cl,-13,-11,-3,0.2,i,-14,-3,0,-0.9,5
CN(Cc1ccno1)Cc1cn(Cc2ccccc2)nc1-c1ccc2c(c1)OCO2,0,-3,-1,-0.7,i,7,-2,-5,-1.9,3
CC(=O)c1ccc(NC(=O)C(C)OC(=O)CCCN=C2NS(=O)(=O)c3ccccc32)cc1 (stereo not drawn),0,-3,-3,-0.3,i,-4,-4,-1,-0.5,-1
CCS(=O)(=O)c1ccc(O)c(NC(=O)COc2ccc(Br)cc2)c1,7,-3,-3,0.5,i,16,0,0,1.4,-3
O=C(CN1C(=O)NC(Cc2c[nH]c3ccccc23)C1=O)NCCc1ccccc1 (stereo not drawn),-5,-12,0,-1.4,i,8,-5,2,-2.0,-8
CCOC(=O)C1CCN(C(=O)Nc2cccc(OC)c2)CC1,-3,-4,2,-1.1,i,-11,-4,0,0.1,-2
COc1ccc(NC(=O)CC2C(=O)N(c3ccc(OC)cc3)C(=O)N2C(C)C)cc1 (stereo not drawn),2,-6,4,0.3,i,-4,-1,9,-1.2,-3
Cc1ccc(S(=O)(=O)Nc2ccc(-n3cnnn3)cc2)cc1,2,5,0,-0.2,i,-6,-6,4,0.0,1
COC(C[C@@H]1O[C@H]1C(=O)[C@@H](C)OCc1ccccc1)OC,3,-10,4,-0.2,i,14,-2,6,0.1,0
Cc1cccc(C)c1-n1nnnc1SCC(=O)c1c(N)n(C2CC2)c(=O)[nH]c1=O,-2,-10,-2,-0.2,i,-27,1,2,0.2,-2
CNC(=O)c1oc(-c2ccccc2)nc1C,4,-7,-2,-0.4,i,5,-8,2,-0.1,9
O=C(c1ccc(COCC(F)(F)F)o1)N1CCCC1,1,5,0,-0.9,i,2,-3,11,0.1,1
O=S(=O)(NCc1ccc2c(c1)OCO2)c1cccc(S(=O)(=O)N2CCOCC2)c1,1,3,-2,0.1,i,-2,-4,2,0.1,3
Cc1cc(C)n(Cc2cccc(C(=O)N/N=C/c3cccnc3)c2)n1,-8,-5,-2,-0.3,i,4,-2,0,2.5,7

# The list goes on; the last two above are carried over.
SMILES,SUMO1 PPI mod,Scp-1 inhibitor,STEP block,Tb MetRS inh,Rpn11 block,PABP1 MLLE inh,NadD inh,DNMT1 block,LMPTP inh,CSN inh
O=S(=O)(NCc1ccc2c(c1)OCO2)c1cccc(S(=O)(=O)N2CCOCC2)c1,1,3,-2,0.1,i,-2,-4,2,0.1,3
Cc1cc(C)n(Cc2cccc(C(=O)N/N=C/c3cccnc3)c2)n1,-8,-5,-2,-0.3,i,4,-2,0,2.5,7
CN(Cc1ccccc1)S(=O)(=O)c1ccc(Cl)c(C(=O)NCc2ccncc2)c1,3,1,0,-0.3,i,4,1,1,-1.2,-7
CCCC(c1nnnn1C1CCCCC1)N1CCN(C2CCCC2)CC1 (stereo not drawn),9,4,-2,-1.5,i,-1,-7,5,-4.3,1
Brc1cccc(OCCn2ccnc2)c1,1,-7,2,-0.1,i,-4,3,-5,-0.8,0
COC(=O)C1CCN(S(=O)(=O)c2cc3c4c(c2)CCN4C(=O)CC3)CC1,6,1,2,-0.5,i,7,0,6,0.7,-1
NC(=O)c1cc(Cl)cn(-c2ccccc2)c1=O,6,0,-1,-0.6,i,-2,-2,-1,-1.9,-2
CCc1sc(C(=O)NCc2ccccc2)cc1C,-3,-15,-1,-0.9,i,-4,-5,0,0.4,7
O=C(N/N=C/c1cc(Cl)cc([N+](=O)[O-])c1O)c1cc(-c2ccccn2)nc2ccccc12,11,104*,15,0.6,i,-11,32*,-9,-0.3,2
CCOc1ccc(NC(=O)c2ccc(N)cc2)cc1,-1,-9,-1,-1.0,i,17,3,-2,-0.6,-3
Cc1c(C(=O)O)cccc1-c1ccc(/C=N/Nc2ccc(Br)cc2)o1,10,-8,-4,1.7,i,4,5,8,1.3,11
O=C(COc1ccccc1[N+](=O)[O-])NCc1cccnc1,-5,0,-1,-0.3,i,7,0,3,-0.8,-8
COc1ccc(CNC(=O)C2COc3ccccc3O2)c(OC)c1 (stereo not drawn),2,-1,-1,-1.7,i,-2,-12,-1,0.1,-6
Cn1c(SCc2nc3ccccc3[nH]2)nnc1-c1cccs1,0,-1,-4,0.4,i,-5,2,4,-2.0,-2
O=C(O)c1ccc(/C=N/NC(=O)c2cc3c(ccc4ccccc43)o2)cc1,15,79*,98*,-0.1,i,2,7,0,67*,11
CCOC(=O)C1=CCN(S(=O)(=O)c2ccccc2Cl)C1c1ccc(Cl)c(Cl)c1 (stereo not drawn),6,x,2,-0.6,i,7,-4,-10,2.9,-2
CCC1Oc2ccccc2N(CC(=O)NC2CC2)C1=O (stereo not drawn),0,2,1,-0.1,i,-13,2,1,-0.9,-1
Cc1c(Cl)cnc(NC(=O)COC(=O)Cc2coc3ccc4ccccc4c23)c1Cl,5,-6,3,-0.7,i,-5,16,4,1.6,6
CCCCn1c(N)c(N(CCOC)C(=O)c2ccc(Cl)c(S(=O)(=O)N3CCCCC3)c2)c(=O)[nH]c1=O,-2,10,1,0.2,i,-23,0,2,-1.5,-2
Cc1ccccc1OCC(=O)N1CCN(C(=O)COc2ccccc2C)CC1,1,-5,-3,0.2,i,7,0,-3,0.4,3
CCCN1C(=O)/C(=C/c2c(N3CCNC(=O)C3CC(=O)OCC)nc3c(C)cccn3c2=O)SC1=S (stereo not drawn),-64,-9,-64,0.1,x,i,-2,-4,10,-78
C[C@H](NC(=O)c1ccccc1)C(=O)OCC(=O)c1c[nH]c2ccccc12,-3,-8,0,0.1,i,-15,-1,-3,-0.7,3
O=C(CSc1ccc(-c2nc3ccccc3[nH]2)cn1)Nc1ccc(S(=O)(=O)NC2CC2)cc1,1,3,-2,64*,i,-2,22,-12,1.1,17
CCOc1ccc(NC(=O)CCS(=O)(=O)c2ccc3c(c2)CCCN3C(C)=O)cc1,2,7,-1,-1.1,i,7,0,0,-0.5,-2
O=C(Cn1cnc([N+](=O)[O-])c1)NCCc1ccccc1,-1,5,-1,-1.5,i,8,0,4,-2.9,-3
Cc1cc(Oc2ccccc2F)nc(NCc2ccccc2)n1,-3,9,-2,-3.2,i,-2,-3,-2,0.7,-2
Cc1ccc(C(=O)NCC(=O)Nc2ccccc2C(F)(F)F)cc1,11,-8,2,0.1,i,7,-2,15,-1.9,-2
O=C(O)C(Cc1ccccc1)Nc1ccc([N+](=O)[O-])cc1[N+](=O)[O-] (stereo not drawn),-20,-4,1,0.2,i,-1,-2,-6,-1.7,0
CCc1ccc(NC(=O)CSc2nnc(-c3cccs3)n2CC)cc1,2,-3,1,0.3,i,-3,0,0,-1.5,6
CC1CCCN(C(=O)CSCC(=O)N=c2sc3ccccc3n2C)C1 (stereo not drawn),1,-11,-1,-0.7,i,12,4,-1,-0.8,1
CCNC(=O)c1ccccc1-c1nc(-c2ccccc2Cl)no1,1,-5,-2,-0.2,i,-1,2,-2,0.5,-1
Cn1nnnc1SCc1cn2cccnc2n1,2,-4,-1,-0.4,i,-1,1,0,-2.7,-3
N#CCC(=O)NCCCOC(=O)Nc1ccc(Cl)c(Cl)c1,0,-3,-2,0.5,i,6,-10,-1,0.1,2
Cc1ccccc1-n1c(C)nnc1SCC(=O)N1CCc2ccccc2C1,10,-1,-4,-0.8,i,-14,4,4,-6.4,-1
COc1ccc(-n2c(SCC(=O)O)nnc2-c2ccc(NC(=O)c3ccccc3)cc2)cc1,2,-13,1,0.4,i,-7,-2,2,-1.9,0
CCN1CCN(c2cc(C)c3cc(NC(=S)N4CCN(c5ccccc5F)CC4)ccc3n2)CC1,-3,-10,-2,0.2,i,-134,-14,0,0.3,-2
Cc1ccc(C(=O)N/C(=C\c2ccc(-c3ccccc3[N+](=O)[O-])o2)C(=O)NCCCN2CCOCC2)cc1,-21,-9,4,0.4,i,24,-4,-4,-1.2,-14
CCN(CC)C(=O)CSc1nnc(NC(=O)CCc2ccccc2)s1,-2,16,-1,0.2,i,-97,2,3,-0.9,1
CC(=O)NCCC(=O)N1CCCC(N2CCN(c3cccc(Cl)c3)CC2)C1 (stereo not drawn),3,-5,-1,-0.5,i,0,3,-2,0.0,1
CSc1ccc(/C=N\NC(=O)COc2ccc(Cl)cc2Br)cc1,-5,-2,1,-0.9,i,-2,-3,13,-0.1,2
Nc1nnnn1/N=C/c1ccc(Cl)cc1,2,-6,-2,-0.4,i,5,-10,1,-1.7,5
Cc1cc(C)nc(Nc2ccccc2F)n1,-2,-4,-1,-0.5,i,-5,0,-7,-1.4,3
COc1cccc(C(=O)O/N=C(\N)CS(=O)(=O)c2ccccc2)c1,0,-5,-2,0.3,i,37,-2,0,-1.2,7
O=C(Nc1ccc(CN2CCCCC2)cc1)c1cccc(Br)c1,0,-1,-3,-0.4,i,10,-5,1,-0.3,-5
COc1cccc(NC(=O)C(=O)N/N=C(\C)CC(=O)Nc2ccc(NC(C)=O)cc2)c1,-3,-16,-3,-0.7,i,-4,-7,1,-0.5,2
COc1ccc(C(=O)NCCCN2CCOCC2)cc1Br,1,4,0,-1.2,i,0,-1,7,-2.0,-1
Cc1ccc(NC(=O)CSc2nnc(-c3ccccn3)n2N)c(Br)c1,3,-13,0,0.5,i,-2,1,2,-0.7,0
Cc1ccc(-c2c(C#N)c(N)nc3c2CCCC3)o1,-2,-3,-2,-0.9,i,8,-3,0,1.8,3

# Some entries already given, limited to Scp-1 inhibitor and LMPTP inh:
structure,Scp-1 inhibitor,LMPTP inh
O=C(c1ccc(COCC(F)(F)F)o1)N1CCCC1,5,0.1
O=S(=O)(NCc1ccc2c(c1)OCO2)c1cccc(S(=O)(=O)N2CCOCC2)c1,3,0.1
Cc1cc(C)n(Cc2cccc(C(=O)N/N=C/c3cccnc3)c2)n1,-5,2.5
CN(Cc1ccccc1)S(=O)(=O)c1ccc(Cl)c(C(=O)NCc2ccncc2)c1,1,-1.2
